Screens deposited in PubChem BioAssay by National Center for Advancing Translational Sciences (NCATS).
ELG1 DNA repair = ELG1-dependent DNA repair inhibition; HEK293T ELG1-luciferase reporter, luminescence, 16 h; DNA damage induced by 5-fluorouridine; Potency, µM (doses to about 46.1 µM), inactives show at the highest dose activity change, negative = inhibition, most hits filed as inhibitors; 2.3% of 330,000 active; note: potency is the fitted concentration of half-maximal effect; % is set by controls: 0 for no effect and ±100 for the full control effect; nearly all actives have a fitted effect of over 55% in size
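Step one: seed 2,000 cells per well. Step two: pin-transfer compound or DMSO alongside 5-fluorouridine. Step three: incubate 16 hr, 37 °C, 5% CO2. Step four: add ONE-Glo, wait 30 min, read luminescence.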
KCNH2 3.1 inh = inhibitors of human KCNH2 3.1 potassium channel isoform | 0.95% of 340,000 active | U2OS KCNH2 3.1, thallium flux FluxOr; active compounds read low | AID 720553 | activity change, % (tested at about 1.8 µM);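 active = maximum activity change below -70%; inconclusive = maximum activity change from -70% to -50%; inactive = maximum activity change above -50%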;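 note: thallium influx rate constant from kinetic fluorescence after stimulation buffer; % is set by controls: 0 for no effect and ±100 for the full control effect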
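Measured as rate of thallium-driven FluxOr signal in transduced U2OS cells carrying the 3.1 channel, read kinetically for 2 min upon stimulation; values are rate constants scaled to DMSO control wells.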
VP16 counter = Gal4-VP16 reporter inhibition counter-screen; 3.5% of 310,000 active; AID 2546; Potency, µM (highest dose often 53.6 µM), inactives show at the highest dose activity, negative = inhibition, usual class: inhibitors; Drosophila S2 Gal4-VP16 UAS-luciferase, luminescence, 20 h;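 note: Gal4-VP16 expression switched on by copper sulfate through the metallothionein promoter; potency is the fitted concentration of half-maximal effect; % is set by controls: 0 for no effect and ±100 for the full control effect; nearly all actives have a fitted effect of over 50% in size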
Mito fusion yeast = inhibitors of mitochondrial division or activators of mitochondrial fusion; S. cerevisiae fusion-defective mutant growth rescue, CellTiterGlo 48 h; Potency, µM (titrated, usually from 46.1 µM), without a hit: at the highest dose growth rescue (activation), hits mostly activators; 0.23% of 320,000 active; AID 485298;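 note: potency is the fitted concentration of half-maximal effect; % of control where 0% means no effect; nearly all actives have a fitted effect of over 45% in size; temperature-sensitive fusion mutants such as fzo1-1 at 37 °C on non-fermentable ethanol glycerol medium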
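Temperature-sensitive fusion-defective S. cerevisiae (e.g. fzo1-1, mgm1-5) were grown with compound in YPEG medium (3% ethanol, 3% glycerol) for 48 hours at 37C. Growth rescue was measured as viability by CellTiterGlo luminescence after 10 minutes at ambient.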
PKM2 activator = activators of human pyruvate kinase M2. Potency, µM (highest dose often 57.5 µM), inactives show at the highest dose activation, usual class: activators. 0.34% of 260,000 active. P14618. purified PKM2, Kinase-Glo ATP luminescence, activation; response scale: 0% is enzyme alone, no compound; note: potency is the fitted concentration of half-maximal effect; % is set by controls: 0 for no effect and ±100 for the full control effect; nearly all actives have a fitted effect of over 55% in size
Target sequence (P14618 whole entry, looked up): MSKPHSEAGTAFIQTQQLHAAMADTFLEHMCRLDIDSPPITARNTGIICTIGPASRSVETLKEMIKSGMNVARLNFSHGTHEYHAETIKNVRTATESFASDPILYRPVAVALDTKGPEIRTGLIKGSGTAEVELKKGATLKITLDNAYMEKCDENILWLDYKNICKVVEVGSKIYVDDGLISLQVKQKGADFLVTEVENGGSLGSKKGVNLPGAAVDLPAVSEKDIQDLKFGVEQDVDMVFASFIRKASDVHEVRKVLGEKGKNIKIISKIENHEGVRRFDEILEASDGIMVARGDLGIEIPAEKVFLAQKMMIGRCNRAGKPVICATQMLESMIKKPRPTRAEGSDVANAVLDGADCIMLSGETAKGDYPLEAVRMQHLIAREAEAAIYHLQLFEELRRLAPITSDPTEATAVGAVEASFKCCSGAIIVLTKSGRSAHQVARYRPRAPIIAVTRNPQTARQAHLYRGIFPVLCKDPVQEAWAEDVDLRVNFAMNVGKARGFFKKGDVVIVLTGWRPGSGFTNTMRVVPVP
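hPK-M2, >95% pure; 0.1 mM ADP / 0.5 mM PEP final; imidazole pH7.2 buffer w/ 7 mM MgCl2, 50 mM KCl; 1 h RT; Kinase-Glo lum. Intermediate enzyme activity for dual inhibitor/activator qHTS.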
NPC1 promoter act = activators of NPC1 promoter | AID 485313 | Potency, µM (doses to about 9.22 µM), for inactives: at the highest dose activation, actives largely listed as activators | Huh7 NPC1 promoter luciferase reporter, 24 h | 2.4% of 320,000 active;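 note: potency is the fitted concentration of half-maximal effect; % of control where 0% means no effect; nearly all actives have a fitted effect of over 60% in size; reporter is driven by a mutant NPC1 promoter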
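Huh7 reporter cells (NPC1 promoter driving luciferase) are dosed with compound for 24 h at 37 °C, 5% CO2; luciferase detection reagent is then added and luminescence measured after 10 min at ambient temperature.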
MBNL1 CUG block = blocks human MBNL1 binding to CUG repeat RNA. Q9NR56. TR-FRET MBNL1-His/biotin-(CUG)12 binding, 665/545 ratio. 0.036% of 280,000 active. Potency, µM (doses to about 57.5 µM), inactives show at the top dose activity change, negative = inhibition, most hits filed as inhibitors; active = well fitted inhibition curve with a large enough effect in the signal ratio, with a control signal flat, not every such curve was filed as active; inconclusive = small, poorly fitted or top-dose-only effect, or effect the other way, or a change in a side signal; inactive = no such curve, though single readings can be large or run the other way; the % refers to the signal ratio; note: potency is the fitted concentration of half-maximal effect; % is set by controls: 0 for no effect and ±100 for the full control effect
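TR-FRET between His-tagged MBNL1 and biotin-(CUG)12 RNA, detected with Tb anti-His antibody (0.055 ng/ul) and streptavidin-XL665 (5 nM), 60 min at room temperature. Compounds titrated 92 nM to 58 uM; 665/545 nm ratio normalized to buffer and complex controls.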
Rab9 prom act = activates the Rab9 promoter; Huh7 Rab9 promoter-luciferase reporter, luminescence, 24 h; Potency, µM (doses to about 9.22 µM), inactives show top-dose activation, negative = inhibition, hits mostly activators; 2.8% of 320,000 active; note: potency is the fitted concentration of half-maximal effect; % of control where 0% means no effect; nearly all actives have a fitted effect of over 60% in size
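Huh7 reporter line, Rab9 promoter upstream of luciferase. Compound exposure 24 h at 37 °C in reduced-serum medium with 10% FBS. Read-out: luminescence.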
FLuc counter = counter-screen for miR-21 project: firefly luciferase inhibitors or activators; P08659; purified FLuc, Km substrates, luminescence inhibition; Potency, µM (highest dose often 57.5 µM), for the others: at the highest dose activity change, negative = inhibition, most hits filed as inhibitors; 6.9% of 360,000 active; AID 588342;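 note: potency is the fitted concentration of half-maximal effect; plate controls were vehicle for no effect and reference inhibitor for full effect; nearly all actives have a fitted effect of over 55% in size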
Target sequence (P08659 whole entry, looked up): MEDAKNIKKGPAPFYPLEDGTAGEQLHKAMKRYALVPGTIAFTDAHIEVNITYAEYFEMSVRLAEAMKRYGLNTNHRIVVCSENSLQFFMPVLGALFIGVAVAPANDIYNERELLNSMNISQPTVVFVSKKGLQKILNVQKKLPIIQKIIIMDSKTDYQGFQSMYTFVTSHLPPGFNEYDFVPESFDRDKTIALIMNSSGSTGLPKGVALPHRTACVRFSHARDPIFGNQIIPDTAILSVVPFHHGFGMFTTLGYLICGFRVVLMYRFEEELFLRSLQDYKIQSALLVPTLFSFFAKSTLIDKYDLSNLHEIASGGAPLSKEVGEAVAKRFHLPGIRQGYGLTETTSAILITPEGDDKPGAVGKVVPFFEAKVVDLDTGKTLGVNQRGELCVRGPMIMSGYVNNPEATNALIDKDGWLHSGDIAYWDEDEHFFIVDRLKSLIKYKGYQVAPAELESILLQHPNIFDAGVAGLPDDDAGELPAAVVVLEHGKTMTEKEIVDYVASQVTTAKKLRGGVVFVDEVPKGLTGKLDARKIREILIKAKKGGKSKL
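Purified P. pyralis luciferase, 10 nM final, with Km-level 10 uM D-luciferin and 10 uM ATP in 50 mM Tris acetate pH 7.5, 10 mM Mg acetate, 0.01% Tween-20, 0.05% BSA; 6-point qHTS titration about 60 µM downward; luminescence read.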
RORg inh = blocks mouse ROR gamma transcriptional activity | P51450 | Drosophila S2 Gal4-RORgamma UAS-luciferase reporter, 20 h | Potency, µM (titrated, usually from 53.6 µM), for inactives: at the top dose activity change, negative = inhibition, usual class: inhibitors | 5.4% of 310,000 active; note: potency is the fitted concentration of half-maximal effect; % is set by controls: 0 for no effect and ±100 for the full control effect; nearly all actives have a fitted effect of over 60% in size
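Compounds are pin-transferred onto Drosophila Schneider cells expressing a copper-inducible Gal4–ROR gamma transactivation domain fusion. After 1 hr, copper sulfate is added to 700 uM final; luciferase is read 20 hr later.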
Menin MLL FP TR = menin-MLL binding inhibition, Texas Red mutant peptide. O00255. Menin + Texas Red MLL mutant peptide, fluorescence polarization. Potency, µM (doses to about 61.6 µM), without a hit: top-dose FP activity change, negative = inhibition, hits mostly inhibitors. 0.23% of 270,000 active. AID 1768; active = well fitted inhibition curve with a large enough effect in the polarisation, with a control signal flat, not every such curve was filed as active; inconclusive = small, poorly fitted or top-dose-only effect, or effect the other way, or a change in a side signal; inactive = no such curve, though single readings can be large or run the other way; the % refers to the polarisation; note: potency is the fitted concentration of half-maximal effect; % of control where 0% means no effect; many of its hits are not listed in these tables
* hit, by the source's call; ? = inconclusive; . = not tested or not shown; [ ] = another dose, or the depositor's remark. Unless noted, calls come from the whole dose curve; as a rule, active = well fitted curve in the direction sought with a large enough effect; inconclusive = small, poorly fitted or top-dose-only effect, or another doubt; inactive = no such curve, though single readings can be large; an effect the other way counts as inactive or inconclusive.

SMILES	ELG1 DNA repair	KCNH2 3.1 inh	VP16 counter	Mito fusion yeast	PKM2 activator	NPC1 promoter act	MBNL1 CUG block	Rab9 prom act	FLuc counter	RORg inh	Menin MLL FP TR
c1ccc(Cn2nnnc2CN2CCCC2)cc1	5%	-18	5%	0%	-17%	1%	8%	-1%	-3%	6%	3%
COc1ccc(CC(=O)Nc2ccc(-c3nnc(-c4ccc(C)cc4)o3)cc2)cc1	?	-1	-4%	-3%	-3%	-3%	0%	-3%	2%	-4%	?
CN(C)CCn1c(=S)[nH]c2ccc(Cl)cc2c1=O	19%	-4	-4%	20%	2%	-4%	34%[activator]	3%	0%	10µM*	-14%
COc1ccc(C(=O)Nc2cccc(C)c2)cc1S(=O)(=O)N1CCOCC1	?	-26	6%	4%	4%	9%	-11%	0%	1%	-7%	?
COC(=O)N/N=C/c1cc(Cl)cc(Cl)c1OCc1ccccc1	-2%	0	-14%	-3%	4%	-1%	-9%	2%	5%	-11%	-15%
Cn1c(CCC(N)=O)nnc1SCC(=O)Nc1ccccc1C(=O)NC1CC1	0%	19	.	-5%	.	-1%	.	-4%	1%	.	.
Cc1cc(C)c(S(=O)(=O)N2CCCC(C(=O)NCc3ccccn3)C2)c(C)c1 (centres undefined)	8%	-14	6%	-4%	2%	-2%	4%	1%	0%	-3%	-18%
Cc1cc(C)c(NC(=O)CSc2nc3[nH]ncc3c(=O)[nH]2)c(C)c1	-6%	10	3%	-2%	1%	-5%	-4%	-4%	-12%	0%	-22%
CCN(CC(=O)NCc1cccs1)C(=O)C1CC(=O)N(c2ccc(OC)cc2OC)C1 (centres undefined)	-5%	-5	.	-4%	.	2%	.	-6%	0%	.	.
COCCCn1c(=O)c2sccc2n2c(CCCC(=O)N3CCN(c4ccccn4)CC3)nnc12	-6%	-4	-6%	2%	.	-1%	-1%	0%	-1%	10%	.
Cc1ccc(-c2nnc(Nc3ccc(C(=O)N(C)C)cc3)c3ccccc23)cc1S(N)(=O)=O	?	12	-1%	5%	.	1%	?	-5%	-7%	4%	-22%
CCOc1ccc(OCc2nnc(SCC(=O)NC3CCS(=O)(=O)C3)n2-c2ccc(Cl)cc2)cc1 (centres undefined)	-7%	1	4%	1%	3%	0%	8%	-9%	8%	31%	1%
CCC1CCCCN1CCCNC(=O)C1CCC(CNS(=O)(=O)c2c(C)cc(C)cc2C)CC1 (centres undefined)	?	6	-15%	1%	.	0%	-2%	3%	3%	-3%	.
Cc1cc([N+](=O)[O-])ccc1NCc1ccc2c(c1)OCCO2	25%	0	-5%	-2%	1%	19%	?	30%	?	?	?
COCC(C)NS(=O)(=O)c1ccccc1 (centres undefined)	-4%	0	-9%	2%	-3%	0%	3%	1%	2%	10%	-28%
Fc1ccccc1-c1cc2ccccc2cn1	?	.	.	-14%	.	?	.	-1%	4.8µM*	.	.
Cc1ccc(Cl)c2c1=NC(=O)C=2c1[nH]c(=S)[nH]c1O	-5%	3	-14%	4%	-1%	1%	?	-1%	19µM*	-3%	-10%
O=C(CCSCc1ccccc1F)NCCc1ccccc1	15%	4	-6%	24%	2%	-1%	-7%	0%	-17%	0%	-4%
N#Cc1c(N)n(CCOC(=O)c2cccc([N+](=O)[O-])c2)c2nc3ccccc3nc12	15%	-10	-3%	2%	3%	-1%	?	-1%	-2%	35%	?
Cc1ccc(NC(=O)CSCC(=O)Nc2ccc(S(=O)(=O)N3CCOCC3)cc2)cc1	8%	-5	-5%	2%	-4%	-5%	2%	-4%	1%	1%	.
CCOc1ccc(C(=O)NC2CCN(S(=O)(=O)CC)CC2)cc1	11%	0	-6%	-1%	0%	0%	-6%	-9%	0%	2%	-16%
CCC(C)NC(=O)c1cn(CC)c2ccc(S(=O)(=O)N(C)C)cc2c1=O (centres undefined)	?	0	3%	0%	-3%	-5%	1%	-1%	0%	25%	0%
CC(C)=CC(=O)OCC(=O)NC1CCCc2ccccc21 (centres undefined)	2%	-3	-3%	0%	-6%	-1%	-1%	-2%	-1%	-2%	-18%
Cc1cc(=O)[nH]c(SCC2(O)C3CC4CC(C3)CC2C4)n1 (centres undefined)	11%	-4	-2%	16%	1%	1%	?	-2%	3%	-6%	-9%
CC(NC(=O)[C@H](Cc1c[nH]c2ccccc12)NC(=O)[C@@H]1Cc2ccccc2CN1)c1ccccc1 (some centres undefined)	14%	-1	-2%	-2%	-1%	1%	-7%	2%	2%	25%	4%
O=C(Nc1nc2ccc(F)cc2s1)C1=COCCO1	?	-2	.	0%	.	0.71µM*	.	0.28µM*	0.43µM*	.	.
O=C(Nc1cccc([N+](=O)[O-])c1)c1ccc2c(c1)OCO2	?	-1	3%	-7%	8%	23%	?	26%	19µM*	?	11%
COc1ccc(S(=O)(=O)NC2CCCC2)c(Cl)c1Cl	5%	-7	2%	5%	7%	-5%	-6%	0%	4%	3%	-14%
S=C1N(c2ccccc2)C(c2ccc(Cl)cc2)N2CCCN12 (centres undefined)	-17%	-4	-2%	2%	-1%	-3%	4%	3%	6%	?	23%
O=C(NCCOc1ccc(F)cc1)C1CCC(=O)N(CC2CCCCC2)C1 (centres undefined)	-5%	33	1%	9%	.	0%	3%	-14%	1%	-18%	-12%
O=C(CS(=O)(=O)c1ccc(Cl)cc1)NCCS(=O)(=O)c1ccc(Cl)cc1	2%	-20	29%	6%	4%	-10%	.	2%	-1%	12%	10%
CC12CN3CC(=O)N4CC5(C)CN(CC(C)(C4)C5=O)C(=O)CN(C1)CC(C)(C3)C2=O	1%	0	-1%	-1%	-1%	-2%	-4%	2%	1%	8%	9%
COC(=O)c1cc(NC(=S)NC(=O)c2ccccc2)ccc1N1CCOCC1	?	3	?	-12%	-9%	-7%	-8%	2%	4%	18µM*	.
CCC(=O)c1cn(CC(=O)Nc2ccccc2F)c2ccccc12	-2%	23	3%	0%	-16%	0%	3%	6%	-1%	6%[1.91 µM]	13%
COc1cccc(CN2CCN(CCCc3ccccc3)C(CCO)C2)c1OC (centres undefined)	-14%	20	8%	-3%	1%	1%	1%	-4%	6%	-15%	-6%
COC(=O)C1=C(C)NC(=O)CC1c1cccc(Cl)c1Cl (centres undefined)	0%	2	-2%	5%	7%	1%	-1%	-3%	9%	-25%	1%
N#Cc1cc2c(nc1Cl)CCCC2	12%	11	-19%	0%	4%	-1%	.	-5%	4%	-5%	-1%
Cc1cc(S(=O)(=O)NC2CCCCC2)ccc1OCC(=O)N1CCOCC1	-20%	-46	-20%	0%	-11%	4%	?	-3%	-1%	13%	-8%
CN(Cc1ccccc1)S(=O)(=O)c1ccc(OCC(=O)N2CCOCC2)cc1	?	4	5%	2%	-4%	-2%	-3%	-2%	0%	?	25%
CN1CCN(C(=O)c2c(NC(=O)c3ccco3)sc3c2CCC(C(C)(C)C)C3)CC1 (centres undefined)	3%	-19	2%	-9%	-1%	2%	1%	5%	-6%	6%	-20%
Clc1ccc2oc(-c3ccccc3)cc(=NCCCN3CCOCC3)c2c1	?	4	-3%	0%	-9%	21%	?	?	?	-19%	2%
COc1ccccc1CNC(=O)c1ccc(Cl)c(NC2=NC3CS(=O)(=O)CC3S2)c1 (centres undefined)	10%	-13	-9%	-1%	-1%	-9%	-3%	4%	6%	-10%	4%
COc1ccc(C2=NN(C(=O)CSc3nc(=O)n4cc(C)ccc4n3)C(c3ccc(C)cc3)C2)cc1 (centres undefined)	-13%	-12	.	6%	.	-3%	.	4%	-3%	.	.
Cc1cccc(-c2nnc(SCc3ccc(C#N)cc3)n2Cc2ccco2)c1	-14%	4	3%	8%	15%	-6%	-2%	4%	3%	35%	?
Cc1c(C(=O)Nc2ccc3oc(-c4cccnc4)nc3c2)oc2ccccc12	?	-7	-12%	2%	-7%	-6%	45%[activator]	-11%	-18%	-3%	?
CN1C(=O)NC(c2ccc(O)cc2)C2=C1CN(c1cccc3ccccc13)C2=O (centres undefined)	?	14	-1%	-10%	3%	5%	-6%	2%	-8%	33%	1%
N#Cc1ccccc1OCC(=O)NC(N)=O	-2%	-6	2%	1%	3%	-1%	3%	1%	2%	1%	.

This is a subset; rates above refer to the full screens.
